# Compound activity deposited in PubChem by National Center for Advancing Translational Sciences (NCATS).
# ALDH1A1 block: blocks purified human ALDH1A1 activity | Purified ALDH1A1, NADH fluorescence, propionaldehyde substrate | hit rate 7.3% among 220,000 | Potency, µM (top dose mostly 75.3 µM), without a hit: top-dose activity, negative = inhibition, usual class: inhibitors; active means well fitted inhibition curve with a large enough effect, not every such curve was filed as active; inconclusive means small, poorly fitted or top-dose-only effect, or another doubt; inactive means no such curve, though single readings can be large or run the other way;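 further: plate controls were no enzyme wells and a reference inhibitor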
# GAA glycogen: GAA glycogen-cleavage inhibition or activation. P10253. recombinant GAA, glycogen substrate, Amplex Red glucose oxidase fluorescence. Potency, µM (series often up to 76.4 µM), for inactives: top-dose activity change, negative = inhibition, actives largely listed as inhibitors. hit rate 0.38% among 300,000;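 further: 0% = full enzyme reaction and -100% = no-enzyme basal signal; the screen sought inhibitors and activators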
#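 qHTS, 1536-well; enzyme 4 nM final; cpd up to 77 uM; substrate bovine liver glycogen 30 ug; 50 mM citrate/phosphate pH 5.0, 0.01% Tween-20; 37 C, 40 min; Amplex Red detection 45 min RT; Hill fit → AC50.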
# aGlu spleen mod: inhibits or activates alpha-glucosidase in human spleen homogenate; P10253; human spleen homogenate, 4-MU-alpha-glucoside fluorescence; Potency, µM (highest dose often 79.9 µM), for the others: at the top dose activity change, negative = inhibition, usual class: inhibitors; hit rate 0.006% among 240,000; AID 2112;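 further: 0% = enzyme with vehicle and -100% = no enzyme basal signal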
#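 Human spleen homogenate (1 ug) incubated with compounds and 1 mM 4-methylumbelliferyl-alpha-D-glucopyranoside in pH 5.0 citrate/phosphate buffer, 37 C, 40 min. Stopped at pH 10; 4-MU fluorescence (Ex 365/Em 440 nm); AC50 by Hill fit.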
# GAA inhib: inhibitors of human lysosomal alpha-glucosidase; purified human GAA, 4-MU-alpha-glucoside fluorescence; hit rate 0.005% among 200,000; P10253; Potency, µM (titrated, usually from 76.9 µM), without a hit: top-dose activity change, negative = inhibition, hits mostly inhibitors;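 further: plate controls were uninhibited enzyme wells for no effect and no-enzyme background for full effect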
#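 Enzyme (4 nM final) mixed with compound (up to 77 uM), then 4-MU-alpha-D-pyranoside (400 uM final) added; 20 min at room temperature, pH 5.0. Reaction stopped at pH 10, fluorescence read, AC50 derived by Hill fit.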
# SMN2 splice enh: SMN2 splice variant enhancement; HEK293 SMN2-luciferase splicing reporter, luminescence, 30-36 h; hit rate 2.8% among 210,000; AID 1458; Potency, µM (highest dose often 46.1 µM), inactives show at the highest dose activity change, positive = activation, actives largely listed as activators; further: % of control where 0% means no effect; nearly all actives have a fitted effect of over 55% in size
#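 qHTS luciferase splicing reporter: luminescence rises when SMN2 exon 7 is included in transfected HEK293 cells. Compound exposure lasted 30-36 h at 37C, with 4.5 mM final sodium butyrate as control, followed by a ONE-Glo read.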
# RGS12 GoLoco inh: inhibitors of human Gai1-RGS12 GoLoco interaction (red fluorophore). P63096. Gai1:RGS12 GoLoco peptide FP, rhodamine, 10 min. Potency, µM (doses to about 61.6 µM), without a hit: at the highest dose activity, negative = inhibition, actives largely listed as inhibitors. hit rate 0.44% among 230,000; active means well fitted inhibition curve with a large enough effect, not every such curve was filed as active; inactive means no such curve, though single readings can be large or run the other way; further: on the % scale 0 is the no-effect control and ±100 the full control effect; nearly all actives have a fitted effect of over 30% in size; many of its hits are not listed in these tables
# Target sequence (P63096 whole entry, looked up): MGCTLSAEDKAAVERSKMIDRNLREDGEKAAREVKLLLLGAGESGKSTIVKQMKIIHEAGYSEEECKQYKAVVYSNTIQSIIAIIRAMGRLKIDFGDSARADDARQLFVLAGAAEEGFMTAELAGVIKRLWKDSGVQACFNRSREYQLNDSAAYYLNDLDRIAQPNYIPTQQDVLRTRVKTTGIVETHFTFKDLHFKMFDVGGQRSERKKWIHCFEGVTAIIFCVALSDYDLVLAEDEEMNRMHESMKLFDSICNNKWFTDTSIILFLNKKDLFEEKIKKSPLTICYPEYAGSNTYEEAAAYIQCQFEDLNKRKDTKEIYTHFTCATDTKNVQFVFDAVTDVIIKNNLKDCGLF
# KDM4E inh: inhibitors of human JMJD2E histone demethylase; JMJD2E catalytic domain, FDH-coupled NADH fluorescence (FDH is formaldehyde dehydrogenase); Potency, µM (titrated, usually from 57.1 µM), inactives show top-dose activity change, negative = inhibition, usual class: inhibitors; hit rate 1.6% among 230,000; AID 2147; active means well fitted inhibition curve with a large enough effect, not every such curve was filed as active; inconclusive means small, poorly fitted or top-dose-only effect, or another doubt; inactive means no such curve, though single readings can be large or run the other way;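 further: 0% = wells with enzyme and -100% = buffer wells without enzyme; nearly all actives have a fitted effect of over 50% in size; many of its hits are not listed in these tables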
# Target sequence (B2RXH2 1-337 limits assumed): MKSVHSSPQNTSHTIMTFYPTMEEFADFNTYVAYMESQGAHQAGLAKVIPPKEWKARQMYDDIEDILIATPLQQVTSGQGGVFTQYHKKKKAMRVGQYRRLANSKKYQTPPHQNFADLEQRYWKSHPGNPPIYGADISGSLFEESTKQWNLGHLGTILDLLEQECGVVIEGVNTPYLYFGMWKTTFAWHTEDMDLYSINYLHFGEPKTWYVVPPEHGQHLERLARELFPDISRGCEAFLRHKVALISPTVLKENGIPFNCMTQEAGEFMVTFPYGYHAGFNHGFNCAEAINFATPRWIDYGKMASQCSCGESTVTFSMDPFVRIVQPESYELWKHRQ
# GLA spleen mod: inhibitors or activators of human alpha-galactosidase in spleen homogenate; P06280; human spleen homogenate, 4MU-alpha-Gal fluorescence, 40 min; Potency, µM (series often up to 80 µM), for the others: at the highest dose activity change, negative = inhibition, usual class: inhibitors; hit rate 0.008% among 240,000;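 further: 0% = enzyme with vehicle and -100% = no enzyme basal signal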
# Target sequence (P06280 32-429 limits assumed): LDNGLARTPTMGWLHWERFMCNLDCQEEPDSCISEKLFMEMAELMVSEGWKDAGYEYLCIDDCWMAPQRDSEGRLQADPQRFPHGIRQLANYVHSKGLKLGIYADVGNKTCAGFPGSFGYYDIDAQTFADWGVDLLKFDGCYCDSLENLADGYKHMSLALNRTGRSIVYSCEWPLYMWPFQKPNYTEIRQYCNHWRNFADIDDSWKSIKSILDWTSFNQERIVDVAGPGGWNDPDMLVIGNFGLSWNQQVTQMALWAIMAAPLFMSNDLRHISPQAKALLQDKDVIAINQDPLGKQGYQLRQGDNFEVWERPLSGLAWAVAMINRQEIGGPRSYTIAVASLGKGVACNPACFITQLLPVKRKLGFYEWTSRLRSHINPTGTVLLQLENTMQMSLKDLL
#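 qHTS titration in buffer at pH 5.0. Alpha-galactosidase activity in spleen homogenate was measured via 4-methylumbelliferone release from 1 mM fluorogenic substrate after 40 min at 37C and a pH 10 stop. AC50 came from Hill fits of control-normalized data.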
# An asterisk follows results filed as active; u = inconclusive; x = not tested or not shown; [ ] = another dose, or the depositor's remark. Unless noted, the call rests on the fitted dose curve; in most records, active means well fitted curve in the direction sought with a large enough effect; inconclusive means small, poorly fitted or top-dose-only effect, or another doubt; inactive means no such curve, though single readings can be large; an effect the other way counts as inactive or inconclusive. Potency means the concentration at half of the fitted maximal effect. Some of the compounds tested. The share of hits here may be higher or lower than overall.
SMILES,ALDH1A1 block,GAA glycogen,aGlu spleen mod,GAA inhib,SMN2 splice enh,RGS12 GoLoco inh,KDM4E inh,GLA spleen mod
CCOC(=O)n1c(=O)[nH]c2ccc(Br)cc21,5%,-5%,1%,3%,-7%,8%,5%,-2%
CCOC(=O)c1ccc(-c2cc(C)no2)[nH]1,-4%,-8%,2%,1%,13%,-7%,6%,-1%
COc1ccc(C(=O)NCCSCc2ccccc2)cc1OC,-6%,4%,0%,2%,-24%,0%,7%,-14%
CC1Oc2ccccc2OC1C(=O)Nc1ccccn1 (stereo unspecified),2%,-2%,1%,0%,-16%,-4%,8%,9%
COc1ccccc1-c1noc(CCC(=O)Nc2cc(C(F)(F)F)ccc2Cl)n1,4%,-1%,-5%,u,-38%[inhibitor],5%,5%,6%
Cc1ccn2c(NC(=O)C(C)(C)Oc3ccc(Cl)cc3)c(-c3cccs3)nc2c1,u,-17%,5%,1%,-28%,-1%,u,0%
O=C(NC1CCCCC1)C1CCN(S(=O)(=O)c2cccs2)CC1,3%,-14%,4%,-9%,-4%,-7%,-4%,2%
O=C(Cc1cccc2ccccc12)NCC1CCCO1 (stereo unspecified),4%,10%,-9%,3%,-5%,8%,10%,-14%
Cc1nc([N+](=O)[O-])c(C(=O)OCc2cccc(Br)c2)n1C,-9%,2%,-1%,-1%,0%,1%,-6%,1%
COc1ccc(Br)cc1[C@H]1[C@H]2C=CC[C@@H](C)[C@@H]2C(=O)N1Cc1ccccc1,x,-5%,3%,x,x,-2%,8%,7%
CCOC(=O)c1c(NC(=S)N2CCOCC2)sc(C)c1C,x,-19%,1%,x,x,6%,4%,1%
COC(=O)c1ccsc1-n1cc(C#N)c(=O)n(C)c1=O,6%,-8%,x,-5%,-7%,12%,7%,0%
COc1ccc(-c2coc3cc(O)cc(O)c3c2=O)cc1OC,x,6%,1%,x,x,-10%,3%,1%
CCOC(=O)Cc1nn[nH]n1,-2%,0%,-4%,0%,9%,-3%,0%,1%
NC(=O)c1ccc(N=C2C(=O)Nc3ccc([N+](=O)[O-])cc32)cc1,13µM*,-12%,2%,u,-13%,10%,-4%,6%
COc1cccc2[nH]c3c(N4CCC(C)CC4)ncnc3c12,u,14%,0%,6%,-25%,14%,u,14%
COc1cccc(C2=NOC(C(=O)Nc3cc(OC)c(OC)c(OC)c3)C2)c1 (stereo unspecified),u,-9%,5%,-3%,-21%,2%,10%,u
CCC1(CC)Nc2ccccc2C(=O)N1c1ccc(OC)cc1,x,6%,1%,x,x,2%,u,-1%
CCN(C(=O)COc1cc(=O)n(C)c2ccccc12)c1cccc(Cl)c1,-4%,-2%,0%,2%,0%,1%,-3%,0%
COc1cc(OC)c2c(c1Cl)O[C@@]1(C2=O)[C@H](C)CC(=O)C[C@@H]1OC,u,x,-1%[29.1 µM],x,-28%[20.6 µM],7%[21.6 µM],u,13%[29.1 µM]
Cc1cc(=O)oc2cc(OCC3CC(c4ccccc4)=NO3)ccc12 (stereo unspecified),u,2%,1%,-7%,12%,4%,u,3%
CCN(CC(=O)NC1CCS(=O)(=O)C1)S(=O)(=O)c1ccccc1 (stereo unspecified),-13%,5%,2%,2%,-1%[1.84 µM],5%,5%,9%
COC(=O)C1C2C=CC(C3CC23)C1C(=O)OCC(=O)c1ccc(OC)cc1 (stereo unspecified),6.3µM*,-24%,2%,-14%,-22%,-14%,-3%,u
C=C(C)CSc1nnc2n(N)c(=O)c3ccccc3n12,-12%,-7%,-6%,3%,18%,3%,4%,-10%
Cc1c(C(=O)OCC(=O)N2c3ccccc3CC2C)oc2ccccc12 (stereo unspecified),u,-3%,-6%,u,1%,16%,u,-3%
COCCCNc1oc(-c2ccccc2Cl)nc1C#N,u,0%,1%,10%,u,16%,u,-1%
COc1ccc2nc(Cl)cc(Cl)c2c1,x,-3%,-4%,x,x,0%,9%,0%
O=C(CCn1c(=O)sc2ccccc21)NCCCn1ccnc1,4%,-3%,-15%,-7%,-13%,5%,16%,-3%
CC(C)(C)c1ccc(C(=O)N2CCC(C(=O)NCCC3=CCCCC3)CC2)cc1,10µM*,-5%,-4%,-4%,-18%,5%,-9%,-23%
Clc1ccc(CSC2=NCCCN2)cc1Cl,-13%,-6%,1%,-4%,4%,-7%,-7%,0%

# A second format for some results above.
COc1cccc(C2=NOC(C(=O)Nc3cc(OC)c(OC)c(OC)c3)C2)c1 (stereo unspecified)
  ALDH1A1 block = u
  GAA glycogen = -9%
  aGlu spleen mod = 5%
  GAA inhib = -3%
  SMN2 splice enh = -21%
  RGS12 GoLoco inh = 2%
  KDM4E inh = 10%
  GLA spleen mod = u

CCC1(CC)Nc2ccccc2C(=O)N1c1ccc(OC)cc1
  ALDH1A1 block = x
  GAA glycogen = 6%
  aGlu spleen mod = 1%
  GAA inhib = x
  SMN2 splice enh = x
  RGS12 GoLoco inh = 2%
  KDM4E inh = u
  GLA spleen mod = -1%

# Following part
SMILES,ALDH1A1 block,GAA glycogen,aGlu spleen mod,GAA inhib,SMN2 splice enh,RGS12 GoLoco inh,KDM4E inh,GLA spleen mod
CN(C)c1ccc(-c2nnn(CC(=O)NCc3ccc4c(c3)OCO4)n2)cc1,-10%,-3%,-24%,6%,u,-7%,u,-27%
CCN1CCN(c2cc(C)c3cc(NC(=O)c4ccc5c(c4)OCO5)ccc3n2)CC1,2%,9%,-5%,-3%,9%,4%,-27%,-4%
O=C(CCc1ccccc1)NNC(=O)c1ccco1,8%,12%,-13%,-1%,-16%,5%,8%,4%
CCCCCOC(=O)NCCOC(=O)Nc1ccc(C(=O)OCC)cc1,-7%,-4%,-2%,-13%,-9%,7%,8%,-5%
CCOCc1nnc(NC(=O)c2ccco2)s1,u,-3%,-2%,-14%,u,6%,u,5%
COCCCNC(=O)CN(c1cc(Cl)ccc1OC)S(C)(=O)=O,-1%,2%,4%,8%,-3%,6%,16%,1%
CCOC(=O)c1c(C)n(C)c2ccc(O)c(CN3CCCCC3)c12,2%,u,-12%,-4%,30%,1%,-4%,-6%
CNC(=O)CC1C(=O)N(C)C(=S)N1NC(=O)c1ccccc1 (stereo unspecified),16%,-8%,9%,u,x,-8%,3%,0%
O=S(=O)(c1ccc(Cl)cc1)n1cccn1,2%,-15%,-21%,8%,1%,10%,-20%,2%
Cc1cc(OCCCn2cnc3ccccc3c2=O)ccc1[N+](=O)[O-],-8%,0%,-1%,1%,6%[1.84 µM],4%,1%,1%
CC(C)(C)c1ccc(-c2nnc(SCC(=O)O)n2N)cc1,-2%,-6%,2%,-4%,4%,-3%,-5%,0%
CC(C)Oc1ccc(C(CC(=O)O)NC(=O)CSc2ncn[nH]2)cc1 (stereo unspecified),7%,8%,-6%,2%,u,2%,-9%,16%
Cc1ccc(-c2noc(CN3CCOCC3)n2)cc1,-1%,11%,-5%,11%,u,-5%,3%,-4%
CC1CCCN(C(=O)C2c3ccccc3C(=O)N3CCc4ccccc4C23)C1 (stereo unspecified),u,5%,8%,6%,x,x,-3%,7%
CC(=O)c1ccc(OCC(=O)NC2CCS(=O)(=O)C2)cc1 (stereo unspecified),u,3%,2%,u,x,x,u,3%
COc1ccc(NC(=O)CCCN(C)S(=O)(=O)c2ccc(C)cc2)cc1,-2%,-8%,4%,-4%,-3%,9%,4%,8%
CCOCCn1c(=NC(=O)c2cc(Cl)sc2Cl)sc2cc(S(N)(=O)=O)ccc21,4%,4%,-2%,5%,-9%,16%,-8%,3%
O=C(Nc1ccc2c(c1)OCO2)Nc1ccccn1,-7%,-3%,1%,2%,x,1%,u,0%
COc1ccccc1-n1cnc2cc(C(=O)NC3CCCC3)ccc21,3%,1%,-7%,4%,-8%,19%,-11%,-3%
COc1ccccc1NC(=O)CC(=O)CSc1nnc(-c2ccc(C)cc2)n1-c1ccccc1,u,-7%,1%,-2%,7%[1.84 µM],117%[activator],1%,2%
CC(C)(C)C(=O)N(Cc1nc2ccccc2c(=O)[nH]1)Cc1cccs1,-2%,-3%,5%,-7%,-14%,-22%,-1%,3%
C=CCn1c(SCC(=O)NC(=O)NCc2ccco2)nc2sc(C)c(C)c2c1=O,0%,4%,6%,-1%,-31%[inhibitor],5%,-10%,6%
Cc1ccc(-c2noc(CCC(=O)N3CCCC3)n2)cc1,0%,2%,-1%,-9%,11%,5%,1%,0%
COCCn1c(=O)c(CCc2ccccc2)nc2cnc(Oc3ccc(OC)cc3)nc21,u,x,-11%,x,x,-1%,x,-6%
Cc1ccc(/C=N/NC(=O)CCCOc2ccc(Cl)cc2Cl)cc1[N+](=O)[O-],-3%,1%,u,1%,8%,7%,-4%,0%
O=c1oc(-c2cccs2)nc2sc3c(c12)CCCC3,u,-9%,-14%,-5%,u,-3%,-16%,-10%
CC(C)CCNS(=O)(=O)c1ccc(-c2ccc(S(=O)(=O)NCCC(C)C)cc2)cc1,14%,0%,-4%,1%,-13%,-3%,2%,0%
O=C(Nc1cccnc1)c1ccccc1F,9%,3%,-5%,-3%,-20%,5%,7%,-2%
c1ccc(-c2nnc(SCc3cn4ccsc4n3)o2)cc1,10%,-2%,-1%,-2%,1%,-5%,8%,1%
Cn1c(=O)c2c(nc(CN3CCc4ccccc4C3)n2Cc2cccc(Cl)c2)n(C)c1=O,u,-5%,-10%,u,-12%,6%,-18%,19%
CCOC(=O)c1c(CCl)nc2ccccc2c1C,u,8%,x,-1%,-54%[inhibitor],12%,u,-6%
O=C(NCCc1ccccc1)c1nc(-c2cccs2)no1,-5%,-16%,-6%,-1%,14µM*,-7%,7%,3%
COc1ccc(-c2cc(C(F)(F)F)nc(N3CCCCCC3)n2)cc1,u,-3%,0%,3%,-3%,2%,u,6%
O=C(CS(=O)(=O)c1ccccc1)Nc1nc(-c2ccc(F)cc2)cs1,-22%,0%,-13%,-3%,-27%,6%,-1%,1%
S=C1NCN(Cc2ccco2)CN1,x,-1%,4%,x,x,-6%,1%,2%
CCSc1c(C(=O)NC)ccc2c1C(=O)c1ccccc1C2=O,u,3%,-2%,-8%,15%,1%,-3%,7%
Cc1ccc(C2(C)NC(=O)N(CCOc3ccccc3)C2=O)cc1 (stereo unspecified),-1%,6%,3%,2%,-13%,7%,3%,9%
